Screening results (PubChem BioAssay)
Salmonella PhoP GFP: PhoP regulon inhibitors, Salmonella typhi PhoP promoter GFP reporter, confirmatory (AID 1850). Salmonella Typhi PhoP-promoter GFP reporter, fluorescence, 4 h; higher % means a stronger effect. inhibition, % at 50 µM; hits with a dose series show IC50 in µM. actives 0.33% (n = 310,000); in the data active = a potency from the dose series; inconclusive = inhibition mostly from about 25% at the one dose, without a potency; inactive = the rest, 99 in 100 with inhibition below about 19%;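 also: 0% = induced wells with vehicle and 100% = uninduced wells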
VEEV TC-83 Vero: inhibitors of VEEV TC-83 cytopathic effect, confirmation, Vero cells (AID 588727); Vero cells, VEEV TC-83 cytopathic effect inhibition; higher % means a stronger effect; actives 0.13% (n = 350,000); inhibition, % at 20 µM; hits with a dose series show IC50 in µM; in the data active = a potency from the dose series; inconclusive = inhibition mostly from about 14% at the one dose, without a potency; inactive = the rest, 99 in 100 with inhibition below about 12%; also: strong numbers were not always called active
* hit, by the source's call; i = inactive; u = inconclusive; x = not tested or not shown. Only part of the results is shown (hit frequency here may not be typical).

SMILES	Salmonella PhoP GFP	VEEV TC-83 Vero
C/C(CCN1CCCCc2nc(C)c(C)cc21)=N\O[C@@H](C)c1cn([C@H](CO)Cc2ccccc2)nn1	-2.2%	x
CSc1nc(NCc2ccco2)c2c3c(sc2n1)CN(C)CC3	1.4%	x
CCOC(=O)c1sc(NC(=O)CSc2nc3c(c(=O)n2-c2ccc(F)cc2)SCC3)c(C(=O)OCC)c1C	1.1%	x
O=c1c2ccccc2[nH]c(=S)n1CCN1CCC(=C(c2ccc(F)cc2)c2ccc(F)cc2)CC1	-2.7%	x
Cc1ccc(C)c(NC(=S)NCc2cccn2C)c1	-7.5%	x
Cc1ccc2c3c(c(SCC(=O)Nc4nccs4)nc2c1)CCCC3	-5.8%	x
C#CCOCCOCCOCCNc1nc(N2CCN(C(=O)[C@H]([C@@H](C)CC)n3cc(CCCN=C(N)N)nn3)CC2)nc(N2CCN(C(=O)[C@H]([C@@H](C)CC)n3cc(CCCN=C(N)N)nn3)CC2)n1	-1.7%	x
N#CC(C(=O)OC1CCCCC1)c1nc2ccccc2nc1N1CCCCC1 (configuration not stated)	-6.8%	x
COC(=O)[C@@H]1CC[C@H](C)[C@@H](c2ccc(C)cc2)N1C(=O)c1ccc(/C=N/OC[C@@H](O)COCc2ccco2)cc1	2.5%	x
C/C(CCC(=O)OC[C@H]1O[C@H](C#Cc2ccccc2)C=C[C@@H]1Oc1ccc(C)cc1)=N\O[C@@H](C)CN1CCCCc2nc(C)c(C)cc21	-2.1%	x
CCN(CC)S(=O)(=O)c1ccc(C(=O)NC(=S)N2CCCCC2C)cc1 (configuration not stated)	x	0.1%
O=C(Nc1cccc(-c2ccc(N3CCOCC3)nn2)c1)c1cccc(Cl)c1	x	7.0%
O=C(O)CCCN1C(=O)C2C3CCC(C3)C2C1=O (configuration not stated)	x	1.1%
C[C@H]1CN([C@@H](C)CO)C(=O)CCCn2nncc2CO[C@H]1CN(C)S(=O)(=O)c1ccc(Oc2ccccc2)nc1	x	i
Nc1ccc2c(c1)C(=O)CCC2	x	i
COc1ccc(-c2ccc(CN3C(CC(C)C)C(=O)N(Cc4cn(CCC5OCCCO5)nn4)CCS3(=O)=O)cc2)cc1OC (configuration not stated)	x	3.6%
COc1ccc(OC(=O)N(C)C[C@@H]2OCc3cnnn3CCCC(=O)N([C@@H](C)CO)C[C@@H]2C)cc1	x	2.1%
CC(C)C[C@H]1COc2cc(Br)ccc2S(=O)(=O)N1	x	i
CCOc1ccc(C(=O)COC(=O)Cn2[nH]c(=O)c3ccccc3c2=O)cc1	x	2.3%
Cc1ccc(S(=O)(=O)N2CCCCC2)cc1NC(=O)COC(=O)c1cccc(O)c1	x	0.7%
COC(=O)C[C@H]1C[C@@H]2c3cc(NS(=O)(=O)c4cccc(OC)c4)ccc3O[C@@H]2[C@@H](CO)O1	x	4.2%
O=C(c1ccco1)N1CCN(C(=O)c2ccc(CS(=O)c3ccc(Br)cc3)o2)CC1 (configuration not stated)	x	1.9%
CCOc1ccc(NC(=O)COC(=O)c2c[nH]c3ccccc23)cc1	x	3.4%
O=C(c1ccoc1)N1CCN(c2cc(-c3ccco3)nc3cc(-c4ccccc4)nn23)CC1	x	9.8%
O=C(/C=C/c1cccc([N+](=O)[O-])c1)n1cnc2ccccc21	x	u
COc1cc(O)c(C=NN2C(=O)CSC2=S)c(OC)c1	x	0.8%
Cc1ccc(C)c(OCC(=O)N/N=C/c2ccc(N3CCOCC3)cc2)c1	x	2.8%
CC(C)CN1C(=O)C(=O)N(CC(=O)NCCCc2ccccc2)C1=O	x	i
COc1cccc2c1OC1(N3CCOCC3)CCCCC1C2C[N+](=O)[O-] (configuration not stated)	x	1.2%
O=C(OCc1cn([C@H]2CN(C(=O)C3CCCCC3)[C@@H](c3ccc(Cl)cc3)C[C@@H]2O)nn1)c1ccccc1	x	i
COc1cccc(NC(=O)c2cccc(NC(=O)c3ccco3)c2)c1	x	11.8%
O=c1onc(-c2ccccc2)n1Cc1ccc([N+](=O)[O-])cc1	x	5.0%
CC1=C(C(=O)N(C)C)CC(CC(=O)NCCN2CCOCC2)C(=O)N1Cc1ccc(C(C)(C)C)cc1 (configuration not stated)	x	0.0%
C[C@H](O)[C@@H]1CN2CCc3c([nH]c4ccc(-c5ccc6c(c5)OCO6)cc34)[C@@H]2C[C@@H]1N(C)C(=O)Nc1ccc(F)cc1	x	i
Cc1ccc(C)c(C(=O)OCC(=O)NC(=O)NCc2ccccc2)c1	x	0.1%
CNC[C@@H]1OCc2ccccc2-c2c(n(C)c3ccccc23)C(=O)N([C@H](C)CO)C[C@@H]1C	x	i
N#Cc1cc2ccncc2c2ccccc12	x	10.5%
Cc1ccc(NC(=O)N2CCOCC2)cc1NC(=O)N1CCOCC1	x	1.0%
CC(C)OC(=O)N(C)C[C@@H]1OCc2cnnn2CCCC(=O)N([C@H](C)CO)C[C@@H]1C	x	1.1%
C[C@H]1CCCCO[C@H](CN(C)C(=O)C2CCCCC2)[C@@H](C)CN([C@@H](C)CO)C(=O)c2cc(NC(=O)NC3CCCCC3)ccc2O1	x	1.1%
Cc1cc(C)c(NC(=S)NC(=O)c2ccccc2)cc1C	x	i
O=C(NNC(=O)C1CCCN(S(=O)(=O)c2ccc3ccccc3c2)C1)C1CC1 (configuration not stated)	x	1.2%
CCOC(=O)c1ccc(NC(=O)c2nc[nH]c2C(=O)N[C@H](C)CO)cc1	x	6.9%
C[C@H]1CN([C@@H](C)CO)C(=O)CCCn2cc(nn2)CO[C@@H]1CN(C)S(=O)(=O)c1ccc(-n2cccn2)cc1	x	0.2%
C[C@@H]1CN([C@@H](C)CO)C(=O)CCCn2nncc2CO[C@@H]1CN(C)S(=O)(=O)c1ccccc1F	x	i
O=C(NC1CC1)c1ccc(CSCc2ccc(Cl)cc2)o1	x	i
COCC1CCN(C(=O)c2ccc3nc(Cc4cccc(Cl)c4)oc3c2)CC1	x	i
C[C@H]1CN([C@@H](C)CO)C(=O)CCCn2nncc2CO[C@@H]1CN(C)S(=O)(=O)c1ccc(-c2ccccc2)cc1	x	i
COc1ccc(S(=O)(=O)N(C)C[C@H]2OCCCC[C@H](C)Oc3ccc(NC(=O)Nc4ccc(F)cc4)cc3C(=O)N([C@H](C)CO)C[C@H]2C)cc1	x	1.4%
CC1(CCCc2ccc(N(CCCl)CCCl)cc2)NC(=O)NC1=O (configuration not stated)	x	i
Cc1ccc(S(=O)(=O)N(C)C[C@@H]2OCc3cnnn3CCCC(=O)N([C@@H](C)CO)C[C@@H]2C)cc1	x	i
CC1(C)CC(=O)C=C(c2ccc(-c3ccc(S(C)(=O)=O)cc3)cc2)C1=O	x	2.9%
COCOCCn1cc(CN2CCS(=O)(=O)N(Cc3ccc(-c4ccc(C)cc4)cc3)C(CC(C)C)C2=O)nn1 (configuration not stated)	x	1.7%
O=C(C1CCCCC1)N1C[C@H](n2cc(-c3ccc(F)cc3)nn2)[C@@H](O)C[C@@H]1c1ccc(Cl)cc1	x	2.6%
COCCNc1oc(/C=C/c2cccs2)nc1S(=O)(=O)c1ccccc1	x	4.8%
O=C(CCNS(=O)(=O)c1ccccc1)OCc1ccc([N+](=O)[O-])cc1	x	0.2%
C=CCCC(=O)N1C[C@H]2CON(C)[C@H]2C[C@H]1c1cccc(N2CCOCC2)c1	x	i
C[C@@H](O)C#Cc1ccc2c(c1)O[C@H](CN(C)C(=O)Nc1ccccc1)[C@@H](C)CN([C@@H](C)CO)S2(=O)=O	x	1.5%
O=[N+]([O-])c1ccc2cccnc2c1	x	0.9%
CCCNC(=O)N(C)C[C@@H]1Oc2ncc(-c3ccncc3)cc2C(=O)N([C@H](C)CO)C[C@@H]1C	x	i

Single records, as listed above. Order of screens: Salmonella PhoP GFP | VEEV TC-83 Vero
Results for O=C(NC1CC1)c1ccc(CSCc2ccc(Cl)cc2)o1 : x | i
Results for Cc1ccc(S(=O)(=O)N2CCCCC2)cc1NC(=O)COC(=O)c1cccc(O)c1 : x | 0.7%
Results for CSc1nc(NCc2ccco2)c2c3c(sc2n1)CN(C)CC3 : 1.4% | x
Results for CCOC(=O)c1ccc(NC(=O)c2nc[nH]c2C(=O)N[C@H](C)CO)cc1 : x | 6.9%
Results for Cc1ccc2c3c(c(SCC(=O)Nc4nccs4)nc2c1)CCCC3 : -5.8% | x

(further entries)
SMILES	Salmonella PhoP GFP	VEEV TC-83 Vero
C[C@H]1CN([C@@H](C)CO)C(=O)CCCn2nncc2CO[C@H]1CN(C)C(=O)Oc1ccc2ccccc2c1	x	9.6%
O=C(CCCCCN1C(=O)c2cccc([N+](=O)[O-])c2C1=O)NCCc1ccccc1	x	i
CCn1cc(/C=C(\NC(=O)c2ccccc2)C(=O)NCCCn2ccnc2)c2ccccc21	x	0.9%
COc1ccc(CC(=O)Nc2cc(S(=O)(=O)N3CCOCC3)ccc2N2CCCC2)cc1	x	0.3%
COc1cccc(S(=O)(=O)N(C)C[C@H]2Oc3ncc(Br)cc3C(=O)N([C@H](C)CO)C[C@H]2C)c1	x	1.7%
CSc1ccc(CNC(=O)C2CCC(=O)N(CC3CCCCC3)C2)cc1 (configuration not stated)	x	i
COc1ccc2oc(C(=O)OCC(=O)NC3CCS(=O)(=O)C3)c(C)c2c1 (configuration not stated)	x	i
C[C@@H]1CN([C@H](C)CO)S(=O)(=O)c2ccc(-c3cccc(C#N)c3)cc2O[C@H]1CN(C)C(=O)Nc1cc(F)ccc1F	x	9.4%
O=C(CN1CCN(C(=O)c2ccco2)CC1)Nc1cc(S(=O)(=O)N2CCCC2)ccc1Cl	x	0.5%
CCOC(=O)C1=C(C#N)C(C(=O)OCC)c2ncccc21 (configuration not stated)	x	i
Cc1cc(C)cc(NC(=O)C2COc3ccccc3O2)c1 (configuration not stated)	x	6.3%
O=C1NC(Cc2ccccc2)c2nc3ccc(Cl)cc3c(=O)n2-c2ncccc21 (configuration not stated)	x	2.0%
CCOc1ccc2nc(N/C(N)=N/S(=O)(=O)c3ccc(C)cc3)nc(C)c2c1	x	2.1%
CCCCCC(=O)N1C[C@H](O)[C@@H](n2cc(C3CC3)nn2)C[C@@H]1c1ccc(C)cc1	x	0.3%
Cc1ccn2c(CC(C)(C)C)c(-c3ccc(F)cc3)nc2c1	x	i
C(=NN=Cc1c[nH]c2ccccc12)c1c[nH]c2ccccc12	x	i
Cc1ccc(S(=O)(=O)NCN2C(=O)c3ccccc3C2=O)cc1	x	i
CCN(CC)C(=O)C1CCCN(C(=O)c2ccc3nc(-c4cccc(OC)c4)oc3c2)C1 (configuration not stated)	x	8.4%
CN1CCn2cnc(C(=O)N3CCN(c4ccccc4)CC3)c2C1=O	x	0.4%
C[C@@H]1CN([C@@H](C)CO)C(=O)c2cc(C#CC3CCCCC3)cnc2O[C@@H]1CN(C)S(=O)(=O)c1ccc(F)cc1	x	5.1%
CCc1ccc(N2CC(C(=O)N3CCN(S(=O)(=O)c4cccc(F)c4)CC3)CC2=O)cc1 (configuration not stated)	x	0.3%
CC(C)Cc1nnc(NC(=O)C2CCCN(C(=O)c3ccc(Cl)cc3)C2)s1 (configuration not stated)	x	i
CCOC(=O)N1CCN(S(=O)(=O)N2CCCC(C(=O)NCc3ccccc3OCC)C2)CC1 (configuration not stated)	x	i
Cn1sc2ccccc2c1=O	x	4.5%
CCCCNC(=O)C(=O)Nc1ccc2c(c1)N(S(=O)(=O)c1cccs1)CCC2	x	13.5%
Cc1ccc([C@H]2C[C@H](O)[C@@H](n3cc(C4CC4)nn3)CN2Cc2cccs2)cc1	x	9.3%
Cc1ccn2c(Cc3ccccc3)c(-c3ccc(Br)cc3)nc2c1	x	7.1%
CN(C(=O)c1ccccc1)C(=O)c1ccccc1	x	i
O=C(C[C@H]1C(=O)N(CCc2ccccc2)C[C@@H]1c1ccccc1)Nc1ccccc1	x	3.8%
COc1ccc(C(=O)C=Cc2ccc(OCc3ccccc3)c(OC)c2)cc1OC	x	23.3%
CC1CCCC(NC(=O)CCN2C(=O)COc3ccccc32)C1C (configuration not stated)	x	3.2%
COc1cccc(-c2ccc(NC(=O)C3CCCN(Cc4ccccn4)C3)cc2)c1 (configuration not stated)	x	4.2%
Cc1ccc([C@@H]2C[C@H]3[C@@H](CN2S(=O)(=O)c2ccc(Cl)cc2)C(=O)C[C@@H](c2cccc4ccccc24)N3S(=O)(=O)c2ccc(C)cc2)cc1	x	i
COc1ccc(Cl)cc1NC(=O)NNC(=O)C(=O)Nc1ccc(F)cc1	x	i
C[C@@H]1CN([C@H](C)CO)C(=O)CCCn2nncc2CO[C@@H]1CN(C)S(=O)(=O)c1cccs1	x	0.7%
COc1cccc(C#Cc2ccc3c(c2)O[C@@H](CN(C)C(=O)c2ccccn2)[C@@H](C)CN([C@H](C)CO)S3(=O)=O)c1	x	7.0%
COc1ccc(OCCn2c(C)nc3ccccc32)cc1	x	95.0%
C[C@@H]1CN([C@H](C)CO)C(=O)CCCn2nncc2CO[C@@H]1CN(C)C(=O)C1CC1	x	0.8%
CC(CC(=O)c1ccccc1)=NCC(O)CN=C(C)CC(=O)c1ccccc1 (configuration not stated)	x	1.3%
Cc1nc(N/N=C/c2cccc([N+](=O)[O-])c2)cc(N2CCCCC2)n1	x	5.3%
COCOCCn1cc(CN2CCS(=O)(=O)N(Cc3ccc(-c4ccc(OC)nc4)cc3)C(C)C2=O)nn1 (configuration not stated)	x	0.8%
CN(Cc1cccc(F)c1)C(=O)C1CC(=O)N(Cc2ccco2)C1 (configuration not stated)	x	i
